# ASK1 primary: ASK1 kinase inhibitors, primary screen, biochemical, AlphaScreen. AlphaScreen MKK6 phosphorylation by ASK1, luminescence. 0.99% of 22,000 active. AID 1159602, 2016. inhibition, % at 7.44 µM; in the data active = inhibition above about 35%;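 also: 0% = median of compound wells and 100% = no enzyme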
# ULK1 primary: ULK1 kinase inhibitors, primary screen, biochemical, AlphaScreen; inhibition, % at 5.96 µM; AID 1259251, 2017; 1.9% of 30,000 active; AlphaScreen Atg13 phosphorylation by ULK1, luminescence; in the data active = inhibition above about 43%;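 also: 0% = median of compound wells and 100% = no enzyme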
# Target sequence (O75385 whole entry, looked up): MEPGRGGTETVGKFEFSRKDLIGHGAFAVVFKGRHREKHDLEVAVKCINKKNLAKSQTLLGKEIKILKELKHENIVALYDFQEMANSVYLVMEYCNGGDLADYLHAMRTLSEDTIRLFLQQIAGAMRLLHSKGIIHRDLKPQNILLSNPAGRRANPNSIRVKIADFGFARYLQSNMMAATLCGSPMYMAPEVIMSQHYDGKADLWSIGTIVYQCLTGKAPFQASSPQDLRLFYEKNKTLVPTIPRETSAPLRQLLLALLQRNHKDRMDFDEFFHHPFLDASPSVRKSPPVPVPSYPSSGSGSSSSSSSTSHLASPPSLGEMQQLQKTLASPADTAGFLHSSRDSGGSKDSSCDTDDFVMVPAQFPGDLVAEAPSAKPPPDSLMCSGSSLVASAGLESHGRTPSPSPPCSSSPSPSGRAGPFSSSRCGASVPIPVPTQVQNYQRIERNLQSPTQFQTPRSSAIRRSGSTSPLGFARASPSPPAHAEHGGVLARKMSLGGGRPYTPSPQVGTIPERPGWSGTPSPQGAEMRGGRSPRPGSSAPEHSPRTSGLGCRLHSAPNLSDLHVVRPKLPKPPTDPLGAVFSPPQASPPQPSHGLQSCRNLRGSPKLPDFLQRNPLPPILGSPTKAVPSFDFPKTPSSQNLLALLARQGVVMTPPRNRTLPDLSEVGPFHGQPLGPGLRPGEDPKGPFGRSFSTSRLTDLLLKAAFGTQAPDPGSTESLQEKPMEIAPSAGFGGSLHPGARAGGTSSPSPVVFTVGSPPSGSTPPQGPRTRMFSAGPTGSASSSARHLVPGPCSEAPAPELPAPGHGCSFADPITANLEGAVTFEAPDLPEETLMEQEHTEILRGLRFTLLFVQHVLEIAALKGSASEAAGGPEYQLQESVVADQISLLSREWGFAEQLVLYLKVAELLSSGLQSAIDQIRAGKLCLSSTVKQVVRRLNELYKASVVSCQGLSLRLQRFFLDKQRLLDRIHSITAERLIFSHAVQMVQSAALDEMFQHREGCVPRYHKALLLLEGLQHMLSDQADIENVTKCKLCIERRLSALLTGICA
# An asterisk follows results filed as active; . = no result given. Compounds were not picked by outcome; 3% or so of the library scored in one or more.
# Sample of the layout (6 entries):
SMILES,ASK1 primary,ULK1 primary
COc1ccc(-c2nc3c(NCCO)ncnc3n2C(C)C)cc1,4.2,-3.0
COc1ccc(-c2cc(NCCCN3CCCC3=O)ncn2)cn1,8.1,-3.0
NC(=O)c1cccc(-c2ccccc2)c1,2.2,-5.7
O=C(O)CCC(=O)Nc1ccc(S(=O)(=O)N2CCOCC2)cc1,.,3.8
CC(=O)c1ccc2c(c1)CC(C(=O)Nc1ccc(-c3ccnc(N)n3)cc1OCCN(C)C)CO2 (stereo unspecified),-3.2,7.5
CCCNc1ncnc2c1nc(Nc1ccc(N3CCOCC3)cc1)n2C(C)C,-2.6,5.3

# Main list (from the top)
SMILES,ASK1 primary,ULK1 primary
COc1ccc(-c2nc3c(NCCO)ncnc3n2C(C)C)cc1,4.2,-3.0
COc1ccc(-c2cc(NCCCN3CCCC3=O)ncn2)cn1,8.1,-3.0
NC(=O)c1cccc(-c2ccccc2)c1,2.2,-5.7
O=C(O)CCC(=O)Nc1ccc(S(=O)(=O)N2CCOCC2)cc1,.,3.8
CC(=O)c1ccc2c(c1)CC(C(=O)Nc1ccc(-c3ccnc(N)n3)cc1OCCN(C)C)CO2 (stereo unspecified),-3.2,7.5
CCCNc1ncnc2c1nc(Nc1ccc(N3CCOCC3)cc1)n2C(C)C,-2.6,5.3
CCCOc1ccc2c(c1)oc(=O)c1ccccc12,.,-7.2
Cc1nn(C)c(C)c1-c1nc2c(NC3CC3)ncnc2n1C(C)C,3.3,-10.6
CC(=O)Nc1ccc(NC(=O)Cc2cn(-c3ccc(NCCCN4CCCC4=O)nn3)c3ccccc23)cc1,5.2,43.9*
COc1ccc(-c2ncc(C)c(Nc3cc(OC)c(OC)c(OC)c3)n2)cn1,18.2,55.2*
CN1Cc2cccc(Nc3cc(Nc4cccc5c4C(=O)N(C)C5)c(C(F)(F)F)cn3)c2C1=O,15.4,-6.7
Cc1cc(NCCOc2ccccc2)nc(Nc2ccc3ncccc3c2)n1,-14.1,-30.5
O=C(NCCN1CCOCC1)c1cccc(-n2nc(Cl)c3cc(Nc4ccccc4F)ccc32)c1,-12.1,-38.3
N=C(N)c1cccc(NC(=O)Nc2cccc(C(=N)N)c2)c1,.,21.3
Cn1cc(-c2ccc3cnc(Nc4ccc(-n5cnc(C(C)(C)C)n5)cc4)nc3c2)cn1,-2.6,10.2
FC(F)(F)c1ccc(Cn2cnc3c(NC4CCN(Cc5ccccc5)CC4)nc(Nc4ccccc4)nc32)cc1,2.1,-6.7
COc1nc(Nc2ccc(N3CCOCC3)cc2)nc(-c2csc3ccccc23)n1,15.7,-13.9
O=C1OC2(CCCC2)OC(=O)C1=Cc1ccc(-c2ccc([N+](=O)[O-])cc2)o1,.,22.8
Cc1noc(C)c1-c1cc(C(=O)Nc2ccc(Oc3ccccc3)cc2)ccn1,13.7,5.4
CC(C)N(CCNC(=O)c1ccc2nc(NC3CCN(Cc4ccccc4)CC3)sc2c1)C(C)C,-5.7,5.2
O=C(NCCN1CCOCC1)c1ccc2nc(Nc3ccc(C(F)(F)F)cc3)sc2c1,12.4,-25.6
O=C1CCCN1CCCNc1nc(Nc2ccccc2)nc2c1ncn2-c1ccsc1,8.7,5.2
c1ccc(OCCNc2cc(-c3cccs3)ncn2)cc1,-15.7,-11.6
Cc1cnc(NCCN2CCOCC2)nc1NCc1cccc(C(F)(F)F)c1,-8.6,-3.1
CCNC(=O)c1ccc2c(c1)CC(c1nc3ccc(-c4ccnc(N)n4)cc3[nH]1)CO2 (stereo unspecified),10.7,-1.1
O=C(Cc1cn(-c2ccc(N3CCN(Cc4ccc5c(c4)OCO5)CC3)nn2)c2ccccc12)NCCCN1CCCC1=O,-0.9,-0.6
CCOC(=O)C(C)Sc1nnc2n1CCN2c1ccc(OC)cc1 (stereo unspecified),.,-12.8
Fc1ccc(-c2cc(NCc3ccco3)nc(-c3cccnc3)n2)cc1,.,12.5
O=C1CCCN1CCn1cnc2c(NCCN3CCOCC3)nc(N3CCOCC3)nc21,-7.0,0.9
CCCNc1nccc(-c2c(-c3ccc(F)cc3)nc3n2[C@@H](CO)[C@H](C)C3)n1,3.9,3.4
N[C@@H](C(=O)N1CCC(C(=O)Nc2ccc3[nH]ncc3c2)C1)c1ccccc1 (stereo partly specified),-5.8,19.8
COc1ccc(-c2nc(C(=O)Nc3ccc(Oc4ccccc4)cc3)cs2)cn1,9.2,4.4
CC1CNCC(C)C1 (stereo unspecified),.,0.5
O=C(NCCCN1CCCC1=O)c1ccnc(Nc2ccncc2)c1,6.4,5.8
COc1ccccc1OCC(=O)Nc1cc(-c2ccncc2)c[nH]c1=O,15.0,-4.0
O=C(NCCOc1ccccc1)c1cccc(Cl)n1,1.1,0.8
C1C/C(=N/N=C2\CCCc3nonc32)c2nonc2C1,.,-2.1
CC(C)n1cnc2c(NCCCN3CCCC3=O)nc(Nc3cccc(N(C)C)c3)nc21,13.3,13.9
CCS(=O)(=O)c1ccc(-c2ccnc(Nc3ccc(S(N)(=O)=O)cc3)n2)cc1,-24.0,14.8
CN(C)c1cccc(Nc2nc(C(=O)NCc3cccnc3)cs2)c1,11.4,-1.8
Nc1nc(Nc2ccc3ncccc3c2)cc(NC2CCN(Cc3ccccc3)CC2)n1,19.0,15.7
COc1cccc(CN(CCCO)C(=O)C(O)c2ccc(-c3ccncc3)cc2)c1 (stereo unspecified),-14.3,-2.1
CCN(CC)c1nc(NCCN(C(C)C)C(C)C)nc(Nc2cnccn2)n1,-23.5,0.9
O=C(NC1CCN(Cc2ccccc2)CC1)c1cnc(Nc2ccc(C(F)(F)F)cc2)s1,-0.8,-9.4
COC(CNc1cc(-c2ccccc2F)nc(C)n1)OC,.,-23.6
O=C(Nc1ccc(N2CCOCC2)cc1)c1cnc(Nc2ccc(-n3ccnc3)cc2)s1,10.3,17.6
Nc1nc(Cl)nc2c1ncn2CCN1CCCC1=O,-10.7,4.7
COc1ccc(-c2ccc(C(=O)Nc3ccc(N4CCOCC4)cc3)s2)cc1,-6.7,5.2
Cc1ccc(-n2cc(-c3ccccc3[N+](=O)[O-])cn2)cc1,.,-4.4
COc1cc2nc(Nc3nccc4ccccc34)nc(Nc3ccc(N4CCOCC4)cc3)c2cc1OC,36.2*,10.4
Cc1ncn(-c2ccc(N(c3ncc4cccc(-c5cnn(C(C)C)c5)c4n3)C(C)C)cc2)n1,-2.8,91.5*
Cn1c(=O)[nH]c(N2CCC3(CC2)OCCO3)c(Cc2ccc(F)cc2F)c1=O,.,0.8
O=C(Nc1cc(F)c(-c2cn[nH]c2)c(F)c1)C1COc2ccc(Cl)cc2C1 (stereo unspecified),11.5,5.1
O=C1CCCN1CCCNc1nc(NCCN2CCOCC2)c2[nH]cnc2n1,4.5,10.7
COc1cc(Nc2nc(NCc3ccccc3)c3ncn(Cc4ccc(C(F)(F)F)cc4)c3n2)cc(OC)c1OC,2.0,3.1
Cc1ncn(-c2ccc(Nc3ncc4cccc(-c5cnc6ccccc6c5)c4n3)cc2)n1,-8.0,9.5
COC(CNc1cc(-c2cccnc2)nc(C)n1)OC,.,8.1
CN[C@@H]1C(O)[C@@H](O[C@@H]2[C@@H](O)[C@H](O[C@H]3OC(CN)=CC[C@H]3N)[C@@H](N)C[C@H]2N)OC[C@]1(C)O (stereo partly specified),.,1.6
Nc1nccc(-c2ccc3nc(C4COc5ccc(C(=O)NCc6ccccc6)cc5C4)[nH]c3c2)n1 (stereo unspecified),11.2,-42.3
CC(C)N(CCNc1nc(-c2cccs2)nc2c1ncn2C1CCCCC1)C(C)C,-7.0,-8.0
# Further structures follow:
SMILES,ASK1 primary,ULK1 primary
FC(F)(F)c1ccc(Nc2nc(NCCN3CCOCC3)c3[nH]cnc3n2)cc1,11.4,19.9
COc1ccc([C@@H]2Sc3ccccc3N(CCN(C)C)C(=O)[C@@H]2OC(C)=O)cc1,.,-15.6
Cc1cc(Nc2ccc(Oc3ccccc3)cc2)nc(-c2ccc(N3CCOCC3)nc2)n1,-8.9,-16.9
Clc1nc(NCc2ccco2)nc(NC2CCCCC2)n1,.,-0.8
O=C(Nc1ccccc1)c1cnc(Nc2ccc(-n3ccnc3)cc2)s1,-3.1,-4.6
N#C/C(=C\c1ccc(OCC(=O)NCC2CCCO2)cc1)C(=O)NCc1ccccc1 (stereo unspecified),.,-5.7
Cc1cc(-c2ccccc2)nc(Nc2cccc(S(N)(=O)=O)c2)n1,4.4,-22.1
CCCNC(=O)c1csc(-c2ccc(N3CCOCC3)nc2)n1,-9.0,5.5
C/C=C\C(=C/CCO)C(NCc1ccccc1)c1ccccc1 (stereo unspecified),0.5,-5.0
O=C1CCCN1CCn1cnc2c(NCCO)nc(-c3ccccc3)nc21,-5.2,7.9
c1cc(N2CCOCC2)ccc1Nc1nc(NCCN2CCOCC2)nc2c1ncn2C1CCCCC1,-34.8,54.7*
Cc1nn(C)c(C)c1-c1nc(NCCc2ccc(O)cc2)c2[nH]cnc2n1,6.5,-11.7

# As entered above.
# ULK1 primary, COc1ccc([C@@H]2Sc3ccccc3N(CCN(C)C)C(=O)[C@@H]2OC(C)=O)cc1 → -15.6
# ULK1 primary, CCCNC(=O)c1csc(-c2ccc(N3CCOCC3)nc2)n1 → 5.5
# ULK1 primary, Clc1nc(NCc2ccco2)nc(NC2CCCCC2)n1 → -0.8
# ULK1 primary, FC(F)(F)c1ccc(Nc2nc(NCCN3CCOCC3)c3[nH]cnc3n2)cc1 → 19.9
# ASK1 primary, O=C(Nc1ccccc1)c1cnc(Nc2ccc(-n3ccnc3)cc2)s1 → -3.1
# ULK1 primary, c1cc(N2CCOCC2)ccc1Nc1nc(NCCN2CCOCC2)nc2c1ncn2C1CCCCC1 → 54.7*
# ULK1 primary, Cc1cc(Nc2ccc(Oc3ccccc3)cc2)nc(-c2ccc(N3CCOCC3)nc2)n1 → -16.9

# (list continues)
SMILES,ASK1 primary,ULK1 primary
O=C(NCc1cccnc1)c1cccc(-c2cccs2)c1,0.7,-2.8
CC(C)n1c(N2CCc3ccccc3C2)nc2c(N)ncnc21,0.6,0.8
COc1cc(NC(=O)c2cccc(-n3ncc4cc(Nc5ccccc5)ccc43)c2)cc(OC)c1OC,-4.2,-40.3
CC(=O)c1cccc(-c2cncc(C(=O)NCc3cccnc3)c2)c1,-6.3,-7.5
CCN(CC)C(=O)C1CCCN(c2cc(NCCN3CCOCC3)nc(N)n2)C1 (stereo unspecified),-2.9,7.6
O=C(Cc1ccc([N+](=O)[O-])cc1)N/N=C/c1ccccc1OS(=O)(=O)c1ccccc1,.,-7.8
NC(=O)c1cccc(-c2ccnc(Nc3ccc(N4CCOCC4)cc3)n2)c1,14.7,3.8
c1cc(Nc2nc(NC3CC3)c3ncn(C4CCCCC4)c3n2)ccn1,-14.8,-0.4
O=C(N/N=C/c1ccc(O)cc1O)c1ccc(-c2ccccc2)cc1,.,0.8
CN(C)c1cccc(Nc2nc(NC3CC3)c3[nH]cnc3n2)c1,33.7,42.7*
c1ccc(Oc2ccc(Nc3nc(Nc4ncccn4)nc4c3ncn4-c3ccccc3)cc2)cc1,-0.6,5.6
Clc1nc(Nc2ccccc2)c2ncn(-c3ccsc3)c2n1,-13.3,-12.7
C[C@H](CCC(=O)O)[C@H]1CC[C@H]2[C@@H]3[C@H](O)C[C@@H]4C[C@H](O)CC[C@]4(C)[C@H]3C[C@H](O)[C@]12C,.,-6.7
Clc1ccc(-c2cnc(N3CCC4(CC3)OCCO4)nc2)cc1,.,-3.6
CCN(CC)C(=O)C1CCCN(c2nc(Nc3ccc(N4CCOCC4)cc3)nc(N(CC)CC)n2)C1 (stereo unspecified),8.2,-17.9
c1cncc(CNc2ccnc(NCc3cccnc3)n2)c1,0.8,-13.2
c1ccc(OCCNc2nc(N3CCc4ccccc4C3)nc3c2ncn3-c2ccccc2)cc1,31.9,6.2
CC(=O)Nc1ccc(NC(=O)c2ccnc(Nc3ccnn3C)c2)cc1,-5.6,24.7
C/C(CC(=O)NC1CCCCC1)=N\NC(=O)C(=O)N1CCCCC1,.,3.0
O=C(Cc1ccc(F)cc1)Nc1cc(-n2ccnc2-c2ccccc2)ccn1,-49.2,-3.5
Cn1nccc1Nc1nc(NC2CC2)c2ncn(-c3ccccc3)c2n1,8.3,-2.0
CN(C)C(=O)CCSc1cc(-c2cn[nH]c2)ccc1NC(=O)C1COc2ccc(F)cc2C1 (stereo unspecified),-10.1,-8.6
CCNc1nc(NC2CCN(Cc3ccccc3)CC2)c2ncn(C(C)C)c2n1,-3.7,-11.0
N[C@@H](Cc1ccc(Br)cc1)C(=O)N1CCC(Nc2cccc3c(=O)[nH]cnc23)CC1,-10.0,-1.8
COc1cc(NC(=O)c2cccc(-n3cc(NC(=O)Nc4ccccc4C)cn3)c2)ccc1N1CCOCC1,7.9,-7.5
NC(=O)c1ccc(-c2nc3ncnc(NCCc4ccc(O)cc4)c3[nH]2)cc1,-0.1,-3.0
Cc1cc(NCc2ccccc2)nc(NC2CCN(Cc3ccccc3)CC2)n1,9.5,3.8
O=C1CCCN1CCn1cnc2c(NCCc3ccc(O)cc3)nc(-c3ccc(N4CCOCC4)nc3)nc21,-7.7,-4.4
CC[C@H](C)[C@H]1C(=O)Nc2cc(S(C)(=O)=O)ccc2N1C(=O)C1CCCCC1,.,-4.7
CC1=C(/C=C/C(C)=C/C=C/C(C)=C/C(=O)O)C(C)(C)CCC1,.,-17.7
c1cnc(Nc2nc(NCc3nc4ccccc4[nH]3)c3[nH]cnc3n2)nc1,7.0,21.1
NC(C(=O)N1CCCC(Nc2ccc3[nH]ncc3c2)C1)c1cccc(Cl)c1 (stereo unspecified),-0.1,23.3
COc1ccc(CCNc2cc(-c3ccc(C(=O)N4CCN(C)CC4)cc3)ncn2)cc1,-5.5,5.0
c1nc2nc(N3CCN(Cc4ccc5c(c4)OCO5)CC3)nc(Nc3ccc4c(c3)OCO4)c2[nH]1,14.7,-18.9

# Compound activity: PubChem BioAssay, The Scripps Research Institute Molecular Screening Center
